# High-throughput results as filed in PubChem.
# CHO-K1 Ca antag: nonselective inhibitor or artifact in parental CHO-K1 cells | inhibition, % at 3 µM | ATP-induced calcium, Fluo-8 fluorescence | 0.6% of 360,000 active;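 active = inhibition above a per-plate cutoff, the plate's mean sample inhibition plus 3 SD, cut at about 24% in these data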;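 note: 0% = DMSO plus EC80 ATP and 100% = DMSO alone without ATP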
# CHO parental Ca: ATP-evoked calcium signal inhibitors, parental CHO, primary screen, counter-screen for OX1R antagonist project, cell-based, fluorescence, Fluo-8 calcium dye; 0.63% of 330,000 active; inhibition, % at 5.6 µM; AID 463079, 2010; parental CHO-K1, ATP-induced calcium, Fluo-8 fluorescence;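 active = inhibition above that plate's mean sample inhibition plus 3 SD, cut at about 26% in these data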;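 note: 0% = ATP-challenged DMSO wells and 100% = DMSO wells without ATP; some compounds past the cut are filed as inactive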
#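 Material: Parental CHO cells | Reagent: ATP | Compound dosing: Single nominal dose of 5.6 µM per compound | Detection: Intracellular calcium via Fluo-8 no-wash fluorescent dye | Read-out: % inhibition of ATP-induced calcium mobilization | Benchmarks: Low control ATP plus DMSO, high control DMSO only | Replicates: Singlicate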
# GPR7 antagonist: GPR7 receptor antagonists, primary screen, cell-based, fluorescence, single concentration; inhibition, % at 4.4 µM; GPR7-expressing cells, fluorescence antagonist assay; AID 1861, 2009; 1.1% of 290,000 active; Neuropeptides B/W receptor type 1 (Homo sapiens), P48145; in the data active = inhibition above about 16%, passing the limit was not always enough;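 note: cells stimulated with the agonist NPW; 0% = agonist with vehicle and 100% = vehicle without agonist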
# Target sequence (P48145 whole entry, looked up): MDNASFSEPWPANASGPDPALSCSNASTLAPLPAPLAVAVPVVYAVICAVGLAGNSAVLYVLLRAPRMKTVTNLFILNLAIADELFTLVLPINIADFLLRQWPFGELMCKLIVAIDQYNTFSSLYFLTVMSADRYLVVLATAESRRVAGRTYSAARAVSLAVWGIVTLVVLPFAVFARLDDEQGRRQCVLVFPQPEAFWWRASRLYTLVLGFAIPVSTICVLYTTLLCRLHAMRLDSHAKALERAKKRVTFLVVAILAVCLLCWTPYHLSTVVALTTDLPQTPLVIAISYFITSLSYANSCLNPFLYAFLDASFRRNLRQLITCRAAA
# OXTR ag: human OXTR agonists, primary screen, fluorescence, CHO-OTR cells, Fluo-8 calcium; activation, % at 3 µM; Oxytocin receptor (Homo sapiens), P30559; Fluo-8 calcium fluorescence; normalized: DMSO 0%, oxytocin 100%; 0.32% of 320,000 active;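 active = activation above the mean of all tested compounds plus 3 SD, cutoff set per screening run, cut at about 20% in these data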;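 note: peak over basal fluorescence ratio from a 100 s FLIPR kinetic read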
# CHO-K1 Ca PAM: nonselective calcium activators in parental CHO-K1 cells, primary screen, counter-screen for M1 PAM project, cell-based, Fluo-8 calcium fluorescence, full deck, 1536-well. ATP EC20; 0% at ATP EC20, 100% at ATP max. activation, % at 3 µM. 0.02% of 360,000 active;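 active = activation above the run cutoff, the mean activation of all test compounds plus 3 SD, cut at about 40% in these data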;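 note: peak over basal fluorescence ratio in a 140 s read after ATP addition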
# OXTR potentiate: human OXTR potentiators, primary screen, fluorescence, CHO-OTR cells, Fluo-8 calcium | activation, % at 3 µM | Fluo-8 calcium fluorescence, potentiator mode; 0% = oxytocin EC15, 100% = EC100 | AID 2445, 2010 | 0.061% of 320,000 active;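 active = activation above that plate's cutoff, the mean activation of tested compounds plus 3 SD, cut at about 6.6% in these data, passing the limit was not always enough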;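 note: 100% uses oxytocin at 75 nM as the full agonist control; some results filed as inactive read as strong as hits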
#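 Assay system: CHO cell line stably expressing human OTR | Also added: Oxytocin at about EC15, sub-maximal agonist stimulus | Times: Compound 6 min at room temperature before oxytocin, 100 s read | Measured by: Fluo-8 intracellular calcium fluorescence, ex 470-495, em 515-575 nm | Controls: EC15 oxytocin alone as 0%, 75 nM oxytocin as 100%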
# V1R ag counter: agonists of human V1a receptor, primary screen, counter-screen for OXTR agonist project, fluorescence, CHO-V1R cells; Vasopressin V1a receptor (Homo sapiens), P37288; Fluo-8 calcium fluorescence, agonist mode; 0% DMSO, 100% 3 nM vasopressin; activation, % at 3 µM; 0.25% of 320,000 active; AID 2797, 2010;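 active = activation above the mean activation of all tested compounds plus 3 SD, per screening run, cut at about 20% in these data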;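 note: signal is peak over basal fluorescence ratio across a 100 second FLIPR read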
# TAAR1 antag: human TAAR1 antagonists, primary screen, Fluo-8 calcium fluorescence, CHO RD-HGA16 cells; Trace amine-associated receptor 1 (Homo sapiens), Q96RJ0; inhibition, % at 3 µM; antagonist; 1.5% of 360,000 active; AID 624466, 2012;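 active = inhibition above a per-plate cutoff, the mean inhibition of test compounds on that plate plus 3 SD, cut at about 49% in these data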;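 note: 0% = DMSO plus EC80 beta-PEA response and 100% = DMSO alone without agonist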
# Target sequence (Q96RJ0 whole entry, looked up): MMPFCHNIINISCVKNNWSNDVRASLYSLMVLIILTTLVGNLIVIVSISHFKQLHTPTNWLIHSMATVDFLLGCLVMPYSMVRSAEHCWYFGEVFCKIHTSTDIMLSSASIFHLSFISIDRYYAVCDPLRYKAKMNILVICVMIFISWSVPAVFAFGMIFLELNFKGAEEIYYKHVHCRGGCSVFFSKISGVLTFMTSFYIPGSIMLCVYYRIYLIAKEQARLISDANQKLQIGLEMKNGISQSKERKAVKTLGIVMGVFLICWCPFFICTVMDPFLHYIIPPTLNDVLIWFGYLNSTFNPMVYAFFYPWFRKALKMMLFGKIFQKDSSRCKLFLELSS
#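 Test system: hTAAR1-expressing CHO RD-HGA16 cells, Gα16-coupled; Probe or stimulus: EC80 β-phenethylamine stimulus; Compound dosing: single nominal final test compound concentration of 3 µM; Timing: 140 s kinetic read after compound, 140 s after agonist; Signal: Fluo-8 calcium-sensitive fluorescence; Measure: % inhibition of agonist calcium response; Controls: DMSO and EC80 PEA controls.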
# CHO-K1 Ca ag: counter-screen for M1 agonists: effect in parental CHO-K1 cells; Fluo-8 calcium fluorescence; scaled to maximal ATP response, vehicle zero; activation, % at 3 µM; 0.48% of 360,000 active; AID 602248, 2012; in the data active = activation above about 15%;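 note: untransfected CHO-K1 host cells lacking M1 receptor as counterscreen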
# Active calls of the source: *; x = not tested or not shown.
# Abbreviations – A = CHO-K1 Ca antag; B = CHO parental Ca; C = GPR7 antagonist; D = OXTR ag; E = CHO-K1 Ca PAM; F = OXTR potentiate; G = V1R ag counter; H = TAAR1 antag; I = CHO-K1 Ca ag
O=C(N/N=C/C=C\c1ccc([N+](=O)[O-])cc1)c1cccnc1
  A: -9.1 | B: 9.3 | C: -9.5 | D: -0.4 | E: 16.8 | F: -8.1 | G: 0.1 | H: -17.6 | I: 0.8

COc1ccc(NC(=O)c2cc(S(=O)(=O)N3CCCCC3)c[nH]2)cc1
  A: -14.7 | B: -4.4 | C: -11.2 | D: -0.3 | E: 15.7 | F: -0.3 | G: 2.5 | H: -4.2 | I: 2.0

COc1ccccc1NC(=O)c1cnc(SCC(=O)NCC2CCCO2)n(C)c1=O (stereo unspecified)
  A: -0.8 | B: -30.6 | C: x | D: -1.3 | E: 16.5 | F: -6.8 | G: -0.6 | H: -12.3 | I: 0.2

CCCCc1cc(=O)oc2cc(C)cc(OCC(=O)N[C@@H](CSCc3ccccc3)C(=O)O)c12
  A: -5.7 | B: -16.7 | C: 0.6 | D: -0.5 | E: 20.2 | F: -3.3 | G: 1.1 | H: 15.1 | I: 1.2

O=C(Nc1ccccc1Br)C1CCN(S(=O)(=O)c2cccs2)CC1
  A: -19.1 | B: -14.3 | C: x | D: 3.2 | E: 25.5 | F: -4.3 | G: 1.9 | H: 9.5 | I: 1.0

COc1ccccc1C(=O)NC(CCSC)C(=O)NCC(c1cccs1)N(C)C (stereo unspecified)
  A: 3.1 | B: -29.7 | C: x | D: -1.2 | E: -9.9 | F: 6.6 | G: -0.7 | H: -23.5 | I: -0.2

O=C(CNC(=O)c1cccc(F)c1)N/N=C/c1cc(Br)ccc1OCc1ccccc1
  A: -10.1 | B: -12.8 | C: -7.7 | D: -0.8 | E: 0.9 | F: -12.5 | G: 0.1 | H: -1.6 | I: -0.7

CC(=O)N1c2ccc(S(=O)(=O)N3CCCCC3)cc2CC1C(=O)NCc1ccc(N(C)C)cc1 (stereo unspecified)
  A: 5.7 | B: -3.8 | C: -4.5 | D: -0.6 | E: -15.4 | F: -6.7 | G: -0.9 | H: -1.6 | I: -0.7

O=C(Nc1ccccc1C(=O)O)c1cccc(NC(=O)c2ccccc2Br)c1
  A: 14.6 | B: -4.0 | C: -1.5 | D: -1.2 | E: -19.4 | F: -3.9 | G: -0.6 | H: -36.7 | I: -1.0

O=C(O)CCSC1CC(=O)N(c2ccccc2)C1=O (stereo unspecified)
  A: -2.9 | B: -9.4 | C: -13.9 | D: 1.0 | E: -1.2 | F: -10.4 | G: 1.1 | H: -5.7 | I: 0.3

CC1Oc2ccccc2N(Cc2cccc(F)c2)C1=O (stereo unspecified)
  A: -2.0 | B: -11.7 | C: -16.2 | D: -2.9 | E: 6.5 | F: -4.1 | G: -1.6 | H: 10.7 | I: 0.2

CCc1c(C)c2c(C)[nH]nc2oc1=O
  A: 6.5 | B: -5.5 | C: 8.3 | D: 0.2 | E: 7.4 | F: -11.5 | G: 0.9 | H: -16.2 | I: -0.1

COc1ccc(-c2cc(NC(C)=O)c3ncc(-c4cccc(C(F)(F)F)c4)n3c2)c(OC)c1
  A: 14.0 | B: x | C: x | D: x | E: -15.2 | F: x | G: x | H: 35.2 | I: 0.0

O=C(Nc1ccc(COc2ccccc2)cc1)c1cccc([N+](=O)[O-])c1
  A: 0.8 | B: 3.4 | C: -5.0 | D: 0.5 | E: 10.1 | F: -14.5 | G: 2.3 | H: 60.2* | I: 1.5

Cc1ccc(S(=O)(=O)N(Cc2ccccc2)c2ccccn2)cc1[N+](=O)[O-]
  A: -15.8 | B: -4.2 | C: 4.5 | D: -1.0 | E: 5.1 | F: -4.4 | G: 0.1 | H: 11.5 | I: 0.0

CCCc1cc(C(=O)O)c2ccccc2n1
  A: -31.7 | B: -3.8 | C: 0.7 | D: -0.1 | E: 14.4 | F: -2.1 | G: -0.5 | H: x | I: 0.1

O=C(C[C@H]1C[C@H](C(=O)N2CCCCC2)[C@@]2(CCc3ccccc3)c3[nH]c4cc(-c5ccco5)ccc4c3CCN2C1=O)NCCN1CCOCC1
  A: -2.0 | B: -3.4 | C: x | D: x | E: -3.5 | F: x | G: x | H: 23.7 | I: 0.2

O=C1OCCN1C(=O)[C@H]1[C@H](c2ccccc2)C(c2ccccc2)=NN1c1ccccc1
  A: -11.2 | B: -27.2 | C: x | D: x | E: -8.7 | F: x | G: x | H: -7.1 | I: -0.3

COC(=O)C(C)Sc1ccc2nnc(CCNS(=O)(=O)c3ccccc3)n2n1 (stereo unspecified)
  A: -9.7 | B: -9.8 | C: -11.1 | D: 0.3 | E: 8.4 | F: -3.9 | G: 0.6 | H: 10.9 | I: -0.1

COc1ncc(-c2ccc(N3C(c4ccsc4)=Cc4ccc(F)cc4C3CC(C)=O)cc2)cn1 (stereo unspecified)
  A: -30.8 | B: x | C: x | D: x | E: 24.5 | F: x | G: x | H: -0.5 | I: 1.4

O=C1c2ccccc2C(=O)N1CCCn1nnc(-c2ccc(N3CCOCC3)cc2)n1
  A: -11.3 | B: -5.0 | C: -3.4 | D: 1.5 | E: -2.4 | F: -12.2 | G: 1.1 | H: 39.1 | I: 0.4

CC(OC(=O)C1CCN(S(=O)(=O)c2ccc3c(c2)OCCO3)CC1)C(=O)N(C)c1ccccc1 (stereo unspecified)
  A: -0.3 | B: -19.6 | C: x | D: 0.7 | E: 11.3 | F: -3.8 | G: 3.5 | H: 2.2 | I: 1.9

O=C(NCc1ccco1)c1noc2c1CCCC2
  A: -12.8 | B: -0.5 | C: 8.7 | D: -0.1 | E: 15.7 | F: -0.5 | G: 0.2 | H: 1.5 | I: 0.0

Cc1nn(C(C)C)c(C)c1CN1CCCC(C(=O)c2cccc(OC(C)C)c2)C1 (stereo unspecified)
  A: 11.1 | B: -22.6 | C: -5.1 | D: 2.1 | E: -5.1 | F: -4.4 | G: 3.4 | H: 14.9 | I: 1.1

O=C(CSc1nc(=O)n(Cc2ccccn2)c2c1CCC2)Nc1ccc(F)cc1F
  A: 12.4 | B: -18.6 | C: x | D: -2.1 | E: -27.8 | F: 0.2 | G: -1.2 | H: -55.3 | I: -0.5

CCOc1ccccc1C(=O)NCC(=O)Nc1ncccc1C
  A: 0.2 | B: -11.1 | C: x | D: 0.3 | E: 0.1 | F: -0.6 | G: 2.9 | H: -18.2 | I: 0.1

CCOC(=O)Cc1nc2cc(Cl)ccc2o1
  A: 0.3 | B: 20.5 | C: 15.6 | D: -0.6 | E: -6.8 | F: -4.7 | G: -0.8 | H: 3.7 | I: 0.3

CC(C)n1cc(C(=O)NC2CC(C)(C)Cc3c2cnn3-c2ccccc2)cn1 (stereo unspecified)
  A: -12.1 | B: -9.1 | C: -11.3 | D: -1.6 | E: 17.6 | F: -4.1 | G: -0.5 | H: -23.9 | I: 0.2

# Ordered by length of the SMILES (low to high): some entries from above
# Abbreviations – A = CHO-K1 Ca antag; B = CHO parental Ca; C = GPR7 antagonist; D = OXTR ag; E = CHO-K1 Ca PAM; F = OXTR potentiate; G = V1R ag counter; H = TAAR1 antag; I = CHO-K1 Ca ag
CCCc1cc(C(=O)O)c2ccccc2n1
  A: -31.7 | B: -3.8 | C: 0.7 | D: -0.1 | E: 14.4 | F: -2.1 | G: -0.5 | H: x | I: 0.1

CCc1c(C)c2c(C)[nH]nc2oc1=O
  A: 6.5 | B: -5.5 | C: 8.3 | D: 0.2 | E: 7.4 | F: -11.5 | G: 0.9 | H: -16.2 | I: -0.1

O=C(O)CCSC1CC(=O)N(c2ccccc2)C1=O (stereo unspecified)
  A: -2.9 | B: -9.4 | C: -13.9 | D: 1.0 | E: -1.2 | F: -10.4 | G: 1.1 | H: -5.7 | I: 0.3

O=C(Nc1ccccc1Br)C1CCN(S(=O)(=O)c2cccs2)CC1
  A: -19.1 | B: -14.3 | C: x | D: 3.2 | E: 25.5 | F: -4.3 | G: 1.9 | H: 9.5 | I: 1.0

O=C(N/N=C/C=C\c1ccc([N+](=O)[O-])cc1)c1cccnc1
  A: -9.1 | B: 9.3 | C: -9.5 | D: -0.4 | E: 16.8 | F: -8.1 | G: 0.1 | H: -17.6 | I: 0.8

COc1ccccc1NC(=O)c1cnc(SCC(=O)NCC2CCCO2)n(C)c1=O (stereo unspecified)
  A: -0.8 | B: -30.6 | C: x | D: -1.3 | E: 16.5 | F: -6.8 | G: -0.6 | H: -12.3 | I: 0.2

O=C(CSc1nc(=O)n(Cc2ccccn2)c2c1CCC2)Nc1ccc(F)cc1F
  A: 12.4 | B: -18.6 | C: x | D: -2.1 | E: -27.8 | F: 0.2 | G: -1.2 | H: -55.3 | I: -0.5

Cc1nn(C(C)C)c(C)c1CN1CCCC(C(=O)c2cccc(OC(C)C)c2)C1 (stereo unspecified)
  A: 11.1 | B: -22.6 | C: -5.1 | D: 2.1 | E: -5.1 | F: -4.4 | G: 3.4 | H: 14.9 | I: 1.1

COc1ncc(-c2ccc(N3C(c4ccsc4)=Cc4ccc(F)cc4C3CC(C)=O)cc2)cn1 (stereo unspecified)
  A: -30.8 | B: x | C: x | D: x | E: 24.5 | F: x | G: x | H: -0.5 | I: 1.4

O=C(C[C@H]1C[C@H](C(=O)N2CCCCC2)[C@@]2(CCc3ccccc3)c3[nH]c4cc(-c5ccco5)ccc4c3CCN2C1=O)NCCN1CCOCC1
  A: -2.0 | B: -3.4 | C: x | D: x | E: -3.5 | F: x | G: x | H: 23.7 | I: 0.2
